# Bioassay records as filed in PubChem BioAssay.
# NSD2 inh – NSD2 (human) methyltransferase inhibition. O96028. 44,000 compounds, 0.07% hits. NSD2-SET H3K36me1 DELFIA fluorescence, biochemical. inhibition, % at 12.5 µM. AID 624260; in the data active = inhibition above about 54%, passing the limit was not always enough; inconclusive = no clear call, values can overlap the other calls;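 note: inhibitors reduce the monomethyl H3K36 fluorescence signal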
# * = called active by the depositor; ? = inconclusive.
NSD2 inh | smiles
0 | C[C@@H]1CN([C@H](C)CO)C(=O)Cc2cc(NC(=O)C3CC3)ccc2O[C@@H]1CN(C)Cc1ccccc1
-1 | C[C@H](CO)N1C[C@H](C)[C@H](CN(C)S(=O)(=O)c2ccc3ccccc3c2)OCc2cn(nn2)CCCC1=O
-2 | C[C@H](CO)N1C[C@H](C)[C@@H](CN(C)C(=O)Nc2ccc(C(F)(F)F)cc2)OCc2cnnn2CCCC1=O
2 | CCO[C@@H]1OC(C(=O)N2CCCC2)=C[C@H](C2CCCCC2)[C@H]1CCCO
-8 | C[C@H]1CN([C@@H](C)CO)C(=O)CCCn2cc(nn2)CO[C@@H]1CN(C)Cc1ccc(Cl)c(Cl)c1
-10 | C=C1C(=O)O[C@H]2C[C@H](C)[C@@H]3CC(=O)C(C)=C3C[C@H]12
13 | C/C=C/c1ccc2c(c1)O[C@H](CN(C)S(=O)(=O)c1ccccc1)[C@H](C)CN([C@@H](C)CO)S2(=O)=O
-19 | C[C@H]1CCCCO[C@H](CN(C)C(=O)Nc2ccc(C(F)(F)F)cc2)[C@@H](C)CN([C@@H](C)CO)C(=O)c2cc(NC(=O)Cc3ccccc3)ccc2O1
9 | CC(=O)N(C)C[C@@H]1Oc2cc(-c3cncnc3)ccc2S(=O)(=O)N([C@@H](C)CO)C[C@H]1C
-7 | COCC#Cc1ccc2c(c1)O[C@@H](CN(C)C)[C@H](C)CN([C@H](C)CO)S2(=O)=O
-2 | COCCCNCCn1cnc2c(N)ncnc21
0 | COc1ccc(NC(=O)Nc2ccc3c(c2)CC(=O)N([C@H](C)CO)C[C@@H](C)[C@H](CN(C)S(C)(=O)=O)O3)cc1
10 | C[C@@H]1CN([C@H](C)CO)C(=O)c2cc(C3=CCCC3)cnc2O[C@@H]1CN(C)S(=O)(=O)c1cn(C)cn1
3 | C[C@H](CO)N1C[C@H](C)[C@H](CN(C)Cc2ccccc2C(=O)O)Oc2cc(-c3ccccc3)ccc2S1(=O)=O
-6 | C[C@@H]1CCCCO[C@H](CN(C)C(=O)Nc2cccc3ccccc23)[C@@H](C)CN([C@H](C)CO)C(=O)c2cc(NS(=O)(=O)c3ccc(Cl)cc3)ccc2O1
-6 | C[C@@H]1CN([C@H](C)CO)C(=O)c2cccc(NS(=O)(=O)c3ccc(Cl)cc3)c2O[C@H]1CN(C)Cc1ccc(C(=O)Nc2ccccc2N)cc1
0 | COc1ccc(-[n+]2cc(=O)o[nH]2)cc1
3 | C[C@H]1CN([C@@H](C)CO)C(=O)Cc2cc(NS(=O)(=O)c3ccc(Cl)cc3)ccc2O[C@@H]1CN(C)C(=O)Nc1ccc(C(F)(F)F)cc1
-5 | C[C@H](CO)N1C[C@H](C)[C@H](CN(C)Cc2ccccc2)OCCCC[C@H](C)Oc2ccc(NS(=O)(=O)c3ccccc3)cc2C1=O
20 | C[C@H](CO)N1C[C@H](C)[C@H](CN(C)S(=O)(=O)c2ccccc2)Oc2ncc(-c3ccc(F)cc3)cc2C1=O
3 | Cc1noc(C)c1NC(=O)Nc1ccc2c(c1)C(=O)N([C@H](C)CO)C[C@H](C)[C@@H](CN(C)CC1CC1)OCCCC[C@@H](C)O2
22 | C[C@H](CO)N1C[C@H](C)[C@@H](CN(C)S(=O)(=O)c2ccccc2)Oc2c(NC(=O)Nc3ccccc3)cccc2C1=O
-2 | CS(=O)(=O)Nc1ccc2c(c1)[C@@H]1C[C@H](CC(=O)NCc3ccccc3)O[C@@H](CO)[C@@H]1O2
-2 | COc1ccc(S(=O)(=O)N(C)C[C@H]2Oc3c(NS(=O)(=O)c4ccccc4)cccc3C(=O)N([C@H](C)CO)C[C@@H]2C)cc1
1 | CC(C)NC(=O)N(C)C[C@@H]1Oc2cc(C#CC(C)(C)O)ccc2S(=O)(=O)N([C@@H](C)CO)C[C@H]1C

# The listing continues.
NSD2 inh | smiles
-8 | C[C@@H]1CN([C@@H](C)CO)C(=O)c2cc(NS(=O)(=O)c3ccc(Cl)cc3)ccc2O[C@@H]1CN(C)C(=O)Nc1ccc(C(F)(F)F)cc1
-14 | C/C=C/c1ccc2c(c1)O[C@H](CN(C)C(=O)Nc1ccc(C(F)(F)F)cc1)[C@@H](C)CN([C@@H](C)CO)S2(=O)=O
7 | COc1ccc(CNC(=O)N(C)C[C@@H]2OCc3ccccc3-c3c(n(C)c4ccccc34)C(=O)N([C@H](C)CO)C[C@H]2C)cc1
-1 | COCCOC(=O)N1C(=O)[C@@]2(c3cc(C#Cc4ccc(OC)cc4)ccc31)[C@H](C(=O)N1CCN(c3ncccn3)CC1)[C@H]1C(=O)O[C@H](c3ccccc3)[C@H](c3ccccc3)N1[C@@H]2c1ccccc1OCCO
-1 | COc1cccc(S(=O)(=O)Nc2ccc3c(c2)[C@H]2C[C@H](CC(=O)NCc4ccc(Cl)cc4)O[C@H](CO)[C@H]2O3)c1
-3 | CC(C)NC(=O)Nc1cccc2c1O[C@@H](CN(C)Cc1ccc(Oc3ccccc3)cc1)[C@@H](C)CN([C@@H](C)CO)C2=O
0 | O=C(NO)c1cccc(C(=O)N/N=C/c2ccc(O)cc2)c1
-2 | C[C@@H]1CN([C@@H](C)CO)C(=O)c2cc(NS(=O)(=O)c3cn(C)cn3)ccc2O[C@@H]1CN(C)CC1CC1
-6 | COc1ccc(S(=O)(=O)N(C)C[C@@H]2OCCCC[C@@H](C)Oc3ccc(NC(=O)NC(C)C)cc3C(=O)N([C@H](C)CO)C[C@H]2C)cc1
0 | C[C@H](CO)N1C[C@H](C)[C@@H](CN(C)S(=O)(=O)c2ccc(F)cc2)OCCCC[C@H](C)Oc2ccc(NC(=O)CCC(F)(F)F)cc2C1=O
2 | CC(C)C#Cc1cnc2c(c1)C(=O)N([C@@H](C)CO)C[C@@H](C)[C@H](CN(C)C(=O)CC1CC1)O2
1 | Cc1ccc(S(=O)(=O)Nc2cccc3c2O[C@@H](CN(C)Cc2ccccc2)[C@H](C)CN([C@@H](C)CO)C3=O)cc1
1 | C[C@H](CO)N1C[C@H](C)[C@@H](CN(C)S(=O)(=O)c2cn(C)cn2)Oc2ccc(NC(=O)CCCCCC(=O)Nc3ccccc3N)cc2C1=O
-1 | COc1ccc(OC(=O)N(C)C[C@H]2OCc3ccccc3-c3ccccc3C(=O)N([C@H](C)CO)C[C@@H]2C)cc1
? | Cc1ccc(-c2cnc3c(c2)C(=O)N([C@H](C)CO)C[C@@H](C)[C@@H](CN(C)Cc2ccccc2F)O3)cc1
1 | Cc1noc(C)c1S(=O)(=O)N(C)C[C@H]1Oc2ccc(NC(=O)Cn3cnnn3)cc2CC(=O)N([C@@H](C)CO)C[C@H]1C
-7 | C[C@H]1CN([C@@H](C)CO)C(=O)Cc2cc(NC(=O)Nc3cccc4ccccc34)ccc2O[C@@H]1CN(C)S(C)(=O)=O
1 | COc1ccc(S(=O)(=O)Nc2ccc3c(c2)CC(=O)N([C@@H](C)CO)C[C@@H](C)[C@H](CN(C)C(=O)NC(C)C)O3)cc1
3 | C[C@H]1CN([C@@H](C)CO)C(=O)c2cccc(NS(=O)(=O)c3ccc(F)cc3)c2O[C@@H]1CN(C)S(=O)(=O)c1ccc(F)cc1
63* | O=C(/C=C/c1ccc(O)cc1)O[C@@H]1CC(O)(C(=O)O)C[C@@H](OC(=O)/C=C/c2ccc(O)cc2)C1O (some centres not stated)
26 | C[C@H](CO)N1C[C@H](C)[C@H](CN(C)Cc2cccc(C(F)(F)F)c2)OCc2cn(nn2)CCCC1=O
1 | C[C@H](CO)N1C[C@H](C)[C@H](CN(C)C(=O)Nc2ccc3c(c2)OCO3)Oc2c(NC(=O)Nc3ccc4c(c3)OCO4)cccc2C1=O
-5 | Cc1ccc(-c2cnc3c(c2)C(=O)N([C@@H](C)CO)C[C@@H](C)[C@H](CN(C)C(=O)Cc2ccncc2)O3)cc1
0 | CNC[C@H]1Oc2ccc(NC(=O)Cn3cnnn3)cc2C(=O)N([C@@H](C)CO)C[C@@H]1C
-2 | CC(C)CC#Cc1ccc2c(c1)O[C@H](CN(C)C(=O)C1CCOCC1)[C@H](C)CN([C@@H](C)CO)S2(=O)=O

# More compounds follow.
NSD2 inh | smiles
-3 | COc1ccc(S(=O)(=O)N(C)C[C@@H]2Oc3ncc(-c4cccc(OC)c4)cc3C(=O)N([C@H](C)CO)C[C@@H]2C)cc1
-6 | C[C@@H]1CN([C@H](C)CO)C(=O)c2cc(NS(=O)(=O)c3ccccc3)ccc2O[C@@H]1CN(C)Cc1ccc(Oc2ccccc2)cc1
0 | CC(C)NC(=O)N(C)C[C@H]1Oc2c(NS(=O)(=O)c3ccc(Cl)cc3)cccc2C(=O)N([C@H](C)CO)C[C@@H]1C
-4 | C[C@@H]1CN([C@H](C)CO)C(=O)c2cccc(NS(=O)(=O)c3cn(C)cn3)c2O[C@@H]1CN(C)Cc1ccc(Cl)c(Cl)c1
-2 | C[C@@H]1CCCCO[C@H](CN(C)Cc2ccc(C(F)(F)F)cc2)[C@H](C)CN([C@@H](C)CO)C(=O)c2cc(NS(=O)(=O)c3cn(C)cn3)ccc2O1
0 | Cc1noc(C)c1NC(=O)Nc1ccc2c(c1)C(=O)N([C@H](C)CO)C[C@H](C)[C@@H](CN(C)Cc1ccccc1)O2
-11 | CCCC1(O)Cc2c(C(C)=O)cc3cccc(O)c3c2O1 (configuration not stated)
2 | C[C@@H]1CN([C@@H](C)CO)C(=O)c2cccc(NS(=O)(=O)c3ccccc3)c2O[C@@H]1CN(C)Cc1ccc(Cl)c(Cl)c1
-1 | C/C=C/c1ccc2c(c1)O[C@@H](CN(C)S(=O)(=O)c1ccccc1OC)[C@H](C)CN([C@@H](C)CO)S2(=O)=O
-2 | C[C@@H]1CN([C@H](C)CO)C(=O)c2cc(NS(=O)(=O)c3ccccc3)ccc2O[C@@H](C)CCCCO[C@H]1CN(C)S(=O)(=O)c1cccs1
-1 | C[C@H]1CN([C@@H](C)CO)C(=O)c2cc(C#CCC3CCCC3)cnc2O[C@@H]1CN(C)C(=O)CC1CC1
0 | C[C@@H]1CCCCO[C@@H](CN(C)C(=O)Nc2ccc(C(F)(F)F)cc2)[C@@H](C)CN([C@H](C)CO)C(=O)c2cc(NS(C)(=O)=O)ccc2O1
-1 | C[C@H]1CN([C@@H](C)CO)C(=O)c2cc(-c3cncnc3)cnc2O[C@H]1CN(C)C(=O)Cc1ccccn1
0 | C[C@H](CO)N1C[C@H](C)[C@@H](CN(C)C)Oc2c(NC(=O)c3ccncc3)cccc2C1=O
-3 | C[C@H]1CN([C@@H](C)CO)C(=O)c2cc(N(C)C)ccc2O[C@H]1CN(C)C
1 | C[C@@H]1CN([C@@H](C)CO)C(=O)c2cc(C3=CCCC3)cnc2O[C@@H]1CN(C)Cc1cccc(F)c1
-2 | O=C1c2ccccc2-c2c1cnc1c(-c3ccccc3)cnn21
0 | C[C@@H]1CN([C@@H](C)CO)C(=O)c2cccc(NS(=O)(=O)c3cccs3)c2O[C@H]1CN(C)Cc1ccc(-c2ccccc2)cc1
-1 | C/C=C/c1ccc2c(c1)O[C@H](CN(C)Cc1ccccc1)[C@@H](C)CN([C@@H](C)CO)S2(=O)=O
-4 | C=CCNC(=O)[C@@H]1[C@H]2C(=O)O[C@H](c3ccccc3)[C@H](c3ccccc3)N2[C@H](c2ccccc2OCCO)[C@@]12C(=O)Nc1ccc(C#CCNC(N)=O)cc12
-5 | Cc1cc(C(C)(C)C)c(O)c(C(C)(C)C)c1
1 | CCCC#Cc1ccc2c(c1)O[C@@H](CN(C)C(=O)C1CCC1)[C@@H](C)CN([C@@H](C)CO)S2(=O)=O
-1 | COc1cccc(NC(=O)N[C@@H]2C=C[C@@H](CC(=O)N3CCOCC3)O[C@H]2CO)c1
0 | C[C@@H]1CN([C@@H](C)CO)C(=O)Cc2cc(NS(=O)(=O)c3ccc(Cl)cc3)ccc2O[C@@H]1CN(C)C
2 | COc1ccccc1CNC(=O)C[C@@H]1C[C@@H]2c3cc(NC(=O)CN(C)C)ccc3O[C@@H]2[C@@H](CO)O1

# (list continues)
NSD2 inh | smiles
-11 | C[C@@H]1CN([C@@H](C)CO)C(=O)Cc2cc(NS(=O)(=O)c3ccc(Cl)cc3)ccc2O[C@H]1CN(C)C(=O)Nc1ccc(C(F)(F)F)cc1
-4 | C[C@H](CO)N1C[C@H](C)[C@@H](CN(C)S(=O)(=O)c2ccc(F)cc2)Oc2ncc(Br)cc2C1=O
-3 | COc1ccc(CN(C)C[C@H]2OCCCC[C@H](C)Oc3ccc(NC(=O)Nc4ccc5c(c4)OCO5)cc3C(=O)N([C@@H](C)CO)C[C@H]2C)cc1
-8 | COc1ccc(S(=O)(=O)N(C)C[C@H]2Oc3c(NC(=O)Nc4ccccc4)cccc3C(=O)N([C@H](C)CO)C[C@H]2C)cc1
5 | Cc1noc(C)c1NC(=O)N(C)C[C@H]1Oc2ccc(NC(=O)Nc3ccccc3)cc2C(=O)N([C@H](C)CO)C[C@H]1C

# Not all compounds are listed. The share of hits here may be higher or lower than overall.
